mcGAS RapidFire – mouse cGAS inhibition by mass spec | recombinant mouse cGAS, cGAMP by RapidFire MS | inhibition, % at 12.5 µM | actives 0.18% (n = 130,000);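 active = inhibition of cGAS enzyme activity at or above 60%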;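 note: enzyme stimulated by 45 bp dsDNA with ATP and GTP substrates; cGAMP share of summed cGAMP plus half ATP and half GTP signals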
Target sequence (Q8C6L5 whole entry, looked up): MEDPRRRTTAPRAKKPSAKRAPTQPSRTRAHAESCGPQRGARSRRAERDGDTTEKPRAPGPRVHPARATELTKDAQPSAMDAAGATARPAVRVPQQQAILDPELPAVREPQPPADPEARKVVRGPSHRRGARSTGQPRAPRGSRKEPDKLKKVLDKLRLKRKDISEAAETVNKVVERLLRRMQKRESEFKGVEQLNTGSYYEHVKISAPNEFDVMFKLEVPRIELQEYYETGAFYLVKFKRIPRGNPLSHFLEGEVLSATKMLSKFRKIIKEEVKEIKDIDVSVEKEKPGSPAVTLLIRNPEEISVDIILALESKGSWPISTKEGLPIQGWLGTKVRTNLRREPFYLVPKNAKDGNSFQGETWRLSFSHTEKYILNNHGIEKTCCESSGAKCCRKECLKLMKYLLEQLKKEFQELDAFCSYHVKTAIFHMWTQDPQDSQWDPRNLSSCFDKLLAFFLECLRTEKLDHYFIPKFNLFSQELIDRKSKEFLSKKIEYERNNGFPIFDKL
Active calls of the source: *; & = joins results of further samples. These rows are one share of the data (hit frequency here may not be typical).

| Molecule | mcGAS RapidFire |
| --- | --- |
| Cc1c(C)n2c3c(=O)n(CCN4CCCCC4)c(=O)n(C)c3nc2n1-c1cccc(Cl)c1 | -5.2 |
| CN(C)c1ccc(CNC(=O)c2ccc(=O)[nH]n2)cc1 | 1.6 |
| CN(C(=O)CN1CCN(c2cc(-c3ccc(-c4ccccc4)cc3)ncn2)CC1)c1ccccc1 | -3.3 |
| CCOC(=O)NC(=O)CN1CCN(c2cccc(Cl)c2)CC1 | -5.9 |
| O=C(Cc1n[nH]c(=O)c2ccccc12)NC1CCCC(C(F)(F)F)C1 (configuration not stated) | -4.5 |
| CCCCCn1c(N2CCN(c3ccccc3)CC2)nc2c1c(=O)n(C)c(=O)n2C | -6.1 |
| COC(=O)c1ccc(CSc2ncc(CO)n2CC(=O)NC(C)C)cc1 | -5.6 |
| CC(Oc1ccc(Br)cc1)C(=O)N(C)c1nccs1 (configuration not stated) | -3.9 |
| Cc1nccc(C(=O)NCc2ccc(N3CCCCC3)cc2)n1 | 0.4 |
| CCNC(=O)N1CCN(C(=O)CCOCC(F)(F)F)CC1 | -6.8 |
| COC(=O)NCCC(=O)N(Cc1ccccn1)c1ccc(F)cc1F | -8.8 |
| CC1CN(S(=O)(=O)c2ccc(F)c(C(=O)O)c2)CC(C)O1 (configuration not stated) | -2.8 |
| CC1(C)ON=C(c2ccco2)N(CCOc2ccc(F)cc2)C1=O | -5.7 |
| Cc1ccc(Nc2nc(N3CCN(CCO)CC3)nc3nccnc23)cc1C | -4.3 |
| COc1ccccc1CCC(=O)Nc1ccc2c(c1)CN(C(=O)c1snnc1C)CC2 | -1.1 |
| Cn1ccnc1-c1ccc(Oc2ccc(CN3CCCC3)cc2)nn1 | -20.4 |
| CO/C=C/C1C(c2ccc([N+](=O)[O-])cc2)C(C#N)=C(c2ccccc2)OC1(OC)OC (configuration not stated) | -4.5 |
| CC1CN(C(C(=O)NC2CC2)c2ccc(F)cc2)CC(C)(C)O1 (configuration not stated) | -23.3 |
| COCCn1c(-c2cccc(C)c2)nn(CN2CCCC(C(N)=O)C2)c1=S (configuration not stated) | -22.7 |
| CC(C)(C)CC(C)(C)c1ccc(OCC(=O)NNC(=O)/C=C/c2ccccc2)cc1 | -10.6 |
| CN(CC(=O)Nc1cccc(OC2CCCC2)c1)c1ccc(C#N)cn1 | 0.5 |
| CC1=CC[C@@H]2CN(C(=O)c3ccccc3N3CCOCC3)C[C@@H]2C1 | 8.8 |
| CCS(=O)(=O)c1ncc(CN(C)Cc2nc3ccccc3[nH]2)n1Cc1ccccc1 | -0.9 |
| COCc1[nH]n2c(=O)c(Cc3ccccc3)c(C)nc2c1-c1ccc(Cl)cc1 | -0.5 |
| COC(=O)[C@]1(C(C)C)N[C@H](c2ccnc3ccccc23)[C@@H]2C(=O)N(C)C(=O)[C@@H]21 | 5.5 |
| COc1cc2c(c(OC)c1OC)C(c1ccc3c(c1)nnn3C)CC(=O)N2 (configuration not stated) | 4.1 |
| Cc1nc(N(C)C)c2sc(=S)n(-c3ccccc3)c2n1 | -20.1 |
| CCCNC(=O)C1(C)CCCN(Cc2cc3ccccc3o2)C1 (configuration not stated) | -5.3 |
| COC(=O)c1ccc(Nc2ncnc3[nH]ncc23)cc1 | -2.8 |
| CC(=O)N(C)C1CCN(Cc2cc(F)ccc2Br)CC1 | -3.7 |
| O=C(O)CCNC(=O)CCC(=O)NC1CCCC1 | -10.4 |
| Cc1ccc(F)cc1-n1c(CCCN2CCOCC2)n[nH]c1=O | -13.5 |
| C=CCn1c(C2CC(=O)N(c3cc(C)cc(C)c3)C2)nc2ccccc21 (configuration not stated) | 0.9 |
| CC(NS(=O)(=O)c1ccc(Br)s1)c1cccnc1 (configuration not stated) | -9.9 |
| CCOc1ccc(C(=O)Nc2c(C)nc3ccccn3c2=O)cc1OCC | 16.4 |
| CCn1c(CSc2n[nH]c(=O)n2C2CC2)nc2cc(S(=O)(=O)N(C)C)ccc21 | 0.9 |
| O=C(CN1CCOCC1)N(C1CCCCC1)C1CCS(=O)(=O)C1 (configuration not stated) | 1.5 |
| C=C(C)Cn1c(=O)c2c(nc3n2CCN3c2ccc(CC)cc2)n(C)c1=O | -8.1 |
| CC1CC(C)CN(C(=O)CN2C(=O)NC3(CCOc4ccccc43)C2=O)C1 (configuration not stated) | -0.9 |
| CCn1nnc2c(SCc3ccccc3)ncnc21 | -2.8 |
| Cc1ccc(C#N)cc1S(=O)(=O)Nc1ccc2n[nH]nc2c1 | 0.6 |
| O=C(c1cc(C2CC2)nc2ccccc12)N1CCN(S(=O)(=O)c2ccc3c(c2)CCC3)CC1 | 0.8 |
| CC(C)NC(=O)C1CCN(C2CCN(Cc3cccn3-c3cccnc3)CC2)CC1 | -7.5 |
| CC(=O)NC(C)(C)c1noc(Cc2c(Cl)cccc2Cl)n1 | -3.3 |
| O=C1CC(c2ccccc2)CN1Cc1nc(Cc2ccccc2)n[nH]1 (configuration not stated) | -9.0 |
| CCc1ccccc1NC(=O)C(=O)N1CCCn2nc(C(=O)N3CCCC3)cc2C1 | -0.2 |
| CCCCCCCCOc1ccc(/C=C/C(=O)Nc2nnc(SCC)s2)cc1 | -14.5 |
| N#CC1(NC(=O)c2ccc(Sc3ccccc3Cl)nn2)CC1 | -10.9 |
| CC(C)n1cnnc1CN(C)C(=O)[C@@H]1C[C@H]1c1ccccc1 | -6.9 |
| CC(=O)Nc1cccc(-c2ccc3[nH]ncc3c2)c1 | 3.6 |
| COc1ccc(C(C)=O)cc1Cn1c(C)c(C(=O)NC2CC2)sc1=O | -5.8 |
| COc1cc(OC)c(OC)cc1CNCc1ccnc(N2CCOCC2)c1 | -1.2 |
| COc1ccccc1-c1nn(-c2ccccc2)c(OC(C)=O)c1-c1ccc(N)cc1 | -8.7 |
| Cc1ccc(S(=O)(=O)NC2CC2)cc1C(=O)N(C)c1ccccc1 | 0.1 |
| CCNc1nc(SC(C)C(=O)NC2CCS(=O)(=O)C2)nc2ccccc12 (configuration not stated) | -13.4 |
| Cc1nc2ccc(Cl)cn2c(=O)c1NC(=O)c1c(F)cccc1Cl | -6.7 |
| Cc1ccc(-c2nnc(CN3CCN(c4cc(Nc5ccccc5)nc(N)n4)CC3)o2)cc1 | -0.3 |
| Cc1ccn(-c2ccc(NCC(=O)NCC(C)C)nn2)n1 | -5.3 |
| C=CCn1cc(CN2CCN(C)C(=O)C2CCCC)c(C)n1 (configuration not stated) | -23.4 |
| CC(C)C(C)NC(=O)Cn1nnc(-c2ccccc2)n1 (configuration not stated) | -3.6 |

Looked up one by one from the list above:
| Molecule | mcGAS RapidFire |
| --- | --- |
| CN(C)c1ccc(CNC(=O)c2ccc(=O)[nH]n2)cc1 | 1.6 |
| CCOc1ccc(C(=O)Nc2c(C)nc3ccccn3c2=O)cc1OCC | 16.4 |
| COC(=O)[C@]1(C(C)C)N[C@H](c2ccnc3ccccc23)[C@@H]2C(=O)N(C)C(=O)[C@@H]21 | 5.5 |
| CCn1c(CSc2n[nH]c(=O)n2C2CC2)nc2cc(S(=O)(=O)N(C)C)ccc21 | 0.9 |

The list goes on:
| Molecule | mcGAS RapidFire |
| --- | --- |
| COc1ccc2c(c1)C(NC(=O)c1noc(C)c1CO)CC(C)(C)O2 (configuration not stated) | -11.3 |
| CC(C)c1nc(SCC(=O)N(C)CCOc2ccc(Cl)cc2)n[nH]1 | -24.7 |
| Cc1ccccc1C(C)NC(=O)Nc1ccc(S(C)=O)cc1 (configuration not stated) | -8.3 |
| Cc1ccoc1C(=O)N(C)CCn1cc(C(=O)N2CCSCC2)nn1 | -10.0 |
| O=C(Nc1ccc(NC(=O)N2CCCCCC2)c(C(F)(F)F)c1)c1ccoc1 | -6.5 |
| CCN(CC)CCN(C)CC1CCCCC1 | 1.9 |
| CSc1ccc(CN2CCC2(C)C(=O)NCCc2ccccc2)cc1 (configuration not stated) | -11.2 |
| C=CCOC(=O)C1C(C)=Nc2nc(SCC(C)C)[nH]c(=O)c2C1c1cccc(F)c1 (configuration not stated) | -0.9 |
| Cc1cccc(CC(=O)Nn2cnc3c(cnn3-c3ccccc3)c2=O)c1 | -6.1 |
| Cc1ccccc1NC(=O)CN(C)c1ccccc1 | -7.2 |
| CC(C)c1nc2sc3ccccc3c(=O)c2c(=O)n1Cc1ccccc1 | -6.9 |
| COc1ccc(OC)c(-c2cc(C(=O)NCCC(=O)O)no2)c1 | 2.2 |
| CCCC(=O)N1CCC1(C)C(=O)NS(=O)(=O)c1cccc(Cl)c1 (configuration not stated) | 3.1 |
| CCN(CC)C(=O)C1CCCN(Cc2nc(-c3ccc(OC)cc3F)oc2C)C1 (configuration not stated) | 6.0 |
| O=S(=O)(Nc1nc2ccccc2nc1Nc1ccccc1)c1ccc(Br)s1 | 46.7 |

Next section
Molecule,mcGAS RapidFire
CCn1cc(C(=O)N(Cc2ccccn2)CC(C)C)c(=O)c2ccc(C)nc21,-10.6
CCN(CCCNS(=O)(=O)c1c(C)noc1C)c1ccccc1,-18.7
O=c1c2ccccc2nc2c3ccccc3c(N3CCOCC3)nn12,1.0
CCOC(=O)Nc1ccc(C(=O)N2CC(C)OC(C)C2)cc1 (configuration not stated),-0.7
CC1(c2ccc3c(c2)OCO3)NC(=O)N(Cc2ccc(Cl)cc2)C1=O (configuration not stated),-1.8
COc1cc(C2c3cccn3CCN2C(=O)Nc2cccs2)cc(OC)c1OC (configuration not stated),-4.0
Cc1nc(NC(=O)CN2CCC(Cc3ccccc3)CC2)sc1C(=O)N(C)C,-11.8
COc1cc2c(cc1OC)CN(c1ncccc1[N+](=O)[O-])CC2,-3.0
CC1(C)NC(=O)N(Cc2coc(-c3ccc(Cl)cc3)n2)C1=O,-18.1
O=C(Nc1nnc(C2CC2)s1)c1cn(-c2ccc(Br)cc2)nn1,5.7
Cc1c(C(C)NC(=O)c2cc(C(F)(F)F)ccc2Cl)cnn1-c1ccccn1 (configuration not stated),-2.6
CCN(CCc1ccccn1)C(=O)CC1CC2(CCNCC2)c2ccccc21 (configuration not stated),-0.2
CC(C)NC(=O)NCCOc1ccc(F)c(F)c1,-5.2
CCOc1ccc(CC(=O)Nc2c(C)nc3ccc(Cl)cn3c2=O)cc1,-1.1
O=C(c1cc2sc(Br)cc2n1Cc1ccccc1)N1CCCC1,-9.9
O=C(COc1ccc(OCC(=O)Oc2ccccn2)cc1)Oc1ccccn1,-4.1
CC(C)c1ccc(C(=O)N2CCN(Cn3[nH]c(C(C)(C)C)nc3=S)CC2)cc1,-12.0
Cn1nc(C(=O)N2CCCC(COc3ccccc3F)C2)ccc1=O (configuration not stated),-9.7
O=S(=O)(c1ccccc1Cl)N1CCN(Cc2ncc(-c3ccccc3)o2)CC1,-4.3
Fc1ccccc1-c1nnn(Cc2ccc3c(c2)OCO3)n1,-3.2
CCOC(=O)N1CCN(C(=O)c2csc(-c3cc4ccccc4n3C)n2)CC1,2.9
Cc1nc(CSCC(=O)N(Cc2ccccc2)CC(C)O)no1 (configuration not stated),0.4
O=C(Nc1ccc2c(c1)OCO2)N1CCCC1c1ccccn1 (configuration not stated),1.3
COc1cc(C)ccc1OCc1cc(C(=O)NCCCOC(C)C)no1,-2.3
COc1cc(C)ccc1-c1csc(-c2ccccc2N)n1,-29.2
Cc1cccc(Nc2ccc(NCCNC(=O)Nc3ccc(F)cc3)nn2)n1,-9.7
Cc1nn(C)c2nc(-c3ccco3)cc(C(=O)NC3CCS(=O)(=O)C3)c12 (configuration not stated),3.0
Cc1noc(C)c1CSc1ncnc2sc3c(c12)CCC3,-11.5
COc1ccc(C2OCC3(CCCC4(COC(c5ccc(OC)cc5)OC4)C3=O)CO2)cc1 (configuration not stated),-0.4
CC[C@H]1OC(=O)[C@H](C)[C@@H](O[C@H]2C[C@@](C)(OC)[C@@H](O)[C@H](C)O2)[C@H](C)[C@@H](O[C@@H]2O[C@H](C)C[C@H](N(C)C)[C@H]2O)[C@](C)(O)C[C@@H](C)/C(=N/OCOCCOC)[C@H](C)[C@@H](O)[C@]1(C)O,-9.4
O=C(O)CCc1nn2c3ccccc3n(CCOc3ccccc3)c2nc1=O,-6.2
CN1C(C(=O)Nc2ccccn2)=C(O)c2sc(Cl)cc2S1(=O)=O,-2.3
CCc1nc(C)c(CC(=O)N2CCC3(CCNCC3)CC2)c(=O)[nH]1,-6.8
COC(=O)c1ccc(C(=O)Nc2c3c(nn2-c2nc4ccccc4s2)CCC3)cc1,0.2
C[C@@H]1CC2C3CCC4=CC(=O)C=C[C@]4(C)[C@@]3(F)[C@@H](O)C[C@]2(C)[C@@]1(O)C(=O)COP(=O)(O)O (some centres not stated),-2.6&-2.4
Cc1cc(NC(=O)c2cccc(CN3CCCC3)c2)n[nH]1,-4.9
COc1c(F)cccc1C(=O)N(C)C(C)c1nc(C)sc1C (configuration not stated),-6.9
COc1ccc(CN2CCN(C3CCC3)CC2CCO)c(F)c1 (configuration not stated),-3.7
COC(C)(C)CCCC(C)Cc1nc2ccc(-n3cnnn3)cc2[nH]1 (configuration not stated),4.7
COc1ccc(Cl)c2sc(N(Cc3cccnc3)C(=O)c3ccccc3)nc12,-10.7
CC(C)N1CCC(CNC(=O)CCC2CCCC2)C1 (configuration not stated),-17.0
COc1cc(C=C(C#N)C(=O)OC(C)C)cc(Cl)c1O,-0.8
NC(=O)[C@@H]1CCCN1c1ccc(-c2nc(CCCc3ccccc3)no2)cn1,-1.0
Cc1sc2nc(CCN)nc(N(C)CCc3ccccn3)c2c1C,15.8
Cc1cccc(C(=O)N2CCCCC2C(=O)Nc2cccc(-c3nnc(C)s3)c2)n1 (configuration not stated),-8.2
CC(C)(O)C#Cc1cccc(C(=O)NCc2csc(N)n2)c1,-3.4
O=C1c2ccccc2C(=O)N1CCCOc1ccc(Br)cc1Cl,-2.5
CO[C@H]1CN(Cc2cccc(Cl)c2Cl)CC[C@H]1N,-5.9
COC12C=CC(CC1=O)c1c(Cl)c(Cl)c(Cl)c(Cl)c12 (configuration not stated),-16.1
COC(=O)C1CC2(CCN(C(=O)c3ccc(NC(C)=O)cc3)CC2)c2ccccc21 (configuration not stated),-1.1

(more compounds)
Molecule,mcGAS RapidFire
COCCN(CCCc1ccccc1)CC(=O)NC(C)(C#N)C1CC1 (configuration not stated),-25.7
Cc1c(C)n2c3c(=O)n(Cc4ccc(F)cc4)c(=O)n(C)c3nc2n1CCN1CCOCC1,-7.6
CCC(NC1CCN(c2ccc3c(c2)OCO3)CC1)c1ccnn1C (configuration not stated),-15.3
O=C(NC(Cn1cccn1)c1ccccc1)c1cc2n(n1)CCNC2 (configuration not stated),-5.6

Screening results from PubChem.
